NSD2 HMT inh – inhibitors of human histone methyltransferase NSD2; NSD2 peptide methylation, AlphaScreen, 120 min; inhibition, % at 12.5 µM; 0.54% of 310,000 active; AID 743445; in the data active = inhibition above about 50%
Target sequence (O96028 whole entry, looked up): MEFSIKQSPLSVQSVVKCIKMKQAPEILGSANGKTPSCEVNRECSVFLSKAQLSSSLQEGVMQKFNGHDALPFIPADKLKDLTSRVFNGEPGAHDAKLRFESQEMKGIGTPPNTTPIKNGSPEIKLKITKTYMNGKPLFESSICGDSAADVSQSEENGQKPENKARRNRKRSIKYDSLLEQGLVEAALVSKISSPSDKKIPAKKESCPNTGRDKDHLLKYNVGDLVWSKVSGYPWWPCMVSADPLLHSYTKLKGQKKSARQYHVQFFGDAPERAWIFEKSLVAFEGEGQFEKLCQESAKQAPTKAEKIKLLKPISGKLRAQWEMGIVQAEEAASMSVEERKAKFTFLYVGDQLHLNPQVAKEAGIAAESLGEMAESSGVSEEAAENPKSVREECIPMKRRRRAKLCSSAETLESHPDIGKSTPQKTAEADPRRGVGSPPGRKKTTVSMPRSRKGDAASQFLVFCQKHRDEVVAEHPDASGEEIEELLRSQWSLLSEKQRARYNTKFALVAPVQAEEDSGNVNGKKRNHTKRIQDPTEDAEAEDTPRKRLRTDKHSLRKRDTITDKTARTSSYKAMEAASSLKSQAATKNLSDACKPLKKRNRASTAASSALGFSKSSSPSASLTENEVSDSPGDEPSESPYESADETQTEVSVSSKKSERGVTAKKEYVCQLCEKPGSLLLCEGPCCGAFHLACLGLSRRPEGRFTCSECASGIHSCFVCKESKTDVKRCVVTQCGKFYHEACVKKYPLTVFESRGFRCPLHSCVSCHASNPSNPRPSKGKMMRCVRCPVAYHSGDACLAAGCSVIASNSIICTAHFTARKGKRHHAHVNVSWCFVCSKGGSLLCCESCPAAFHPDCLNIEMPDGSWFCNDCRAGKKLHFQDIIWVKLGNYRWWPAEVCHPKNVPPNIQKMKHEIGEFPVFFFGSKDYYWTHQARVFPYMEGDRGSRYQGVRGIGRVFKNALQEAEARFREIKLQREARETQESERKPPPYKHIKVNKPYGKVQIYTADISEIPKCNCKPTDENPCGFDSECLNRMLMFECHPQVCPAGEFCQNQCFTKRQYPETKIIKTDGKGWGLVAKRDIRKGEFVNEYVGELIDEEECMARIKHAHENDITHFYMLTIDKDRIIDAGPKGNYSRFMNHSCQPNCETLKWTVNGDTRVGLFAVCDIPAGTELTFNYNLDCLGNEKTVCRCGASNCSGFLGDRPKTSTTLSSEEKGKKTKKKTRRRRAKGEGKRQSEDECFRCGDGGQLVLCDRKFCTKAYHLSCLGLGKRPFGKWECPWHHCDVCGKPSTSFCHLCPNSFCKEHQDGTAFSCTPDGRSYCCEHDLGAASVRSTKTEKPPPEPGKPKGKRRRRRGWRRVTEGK
The depositor's hits bear a star. Only part of the results is shown; the hit share may differ from the screen's.

NSD2 HMT inh	Molecule
0.1	C=CCSc1nnc(NC(=O)CCNC(=O)c2ccccc2Cl)s1
35.3	COC(=O)c1sc(N)nc1CCNC(=O)OC(C)(C)C
2.4	Cc1nn(CCC(=O)NNC(=O)Nc2ccccc2)c(C)c1[N+](=O)[O-]
7.9	CC1=C(C(=O)N2CCCCCC2)CC(CC(=O)NC2CCCC2)C(=O)N1CCC1=CCCCC1 (stereo not drawn)
-3.4	CC1(C(=O)NS(=O)(=O)c2ccc(F)cc2F)CCN1C(=O)Cc1ccc(Cl)cc1Cl (stereo not drawn)
-1.2	CC(C)NC(=O)C1(C)CCCN1C(=O)c1ccccc1Br (stereo not drawn)
-0.4	COc1cccc(NC(=O)Nc2ccc(F)cc2)c1
-4.0	Nc1ncnc2c1ncn2[C@@H]1O[C@H](C(=O)N[C@@H](CCc2ccccc2)C(=O)N2CCN(C(=O)N3CCOCC3)CC2)[C@@H](O)[C@H]1O
11.6	COCCNC(=O)C1(C)CCN(C(=O)c2ccc(SC(F)(F)F)cc2)C1 (stereo not drawn)
3.4	CC1(Cc2ccc(C(F)(F)F)o2)C(=O)Nc2cc(-c3ccc(F)cc3F)ccc21 (stereo not drawn)
0.4	COC(=O)C1=C(C)N(Cc2ccccc2C(F)(F)F)C(=NCc2ccc3c(c2)OCO3)NC1c1cccc(Cl)c1 (stereo not drawn)
-1.5	CCN(CC(=O)Nc1c(F)cccc1F)C(=O)C1CCCO1 (stereo not drawn)
10.6	COc1ccccc1C=NNC(=O)CSc1nc2ccccc2n1Cc1ccc(Cl)cc1
-0.2	CCC(CC)C(=O)N(C)c1c(C)nc2c(OCc3ccc(F)c(F)c3)cccn12
-0.1	CCN(Cc1cnn(C)c1)C(=O)c1ccc2nc(Cc3ccccc3F)oc2c1
1.5	O=C(Oc1ccc(-c2nnco2)cc1)c1cc(S(=O)(=O)N2CCOCC2)ccc1F
-0.3	C/C(=N/NC(=O)c1nnn(-c2nonc2N)c1CSc1ccc(C)cc1)c1ccncc1
-3.0	COCC1CCCCN1C(=O)c1cc(COc2ccc(C)c(C)c2)on1 (stereo not drawn)
4.2	COC(=O)C[C@H]1C=C[C@@H](NC(=O)Nc2c(C)noc2C)[C@@H](CO)O1
-2.6	Cc1ccc(CNc2nc(NC(C)C)nc3ccsc23)c(C)c1
-0.9	Cc1cc2c(c(=O)o1)[C@@]1(C(=O)N(C)c3c(Br)cccc31)C1=C(CCCC1=O)O2
-0.7	CC(C)Cc1nnc(NC(=O)c2ccc(-n3cncn3)c([N+](=O)[O-])c2)s1
-4.8	COc1ccc(C(=O)CSc2nnc(-c3cccnc3)n2-c2ccccc2)cc1
2.2	CCc1nc2ccc(C(=O)NCc3ccc(OC)cc3)cn2c1N(CC)CCN(C)C
-28.7	COc1ccc(C(NC(=O)C2CCN(CCOc3ccccc3)CC2)c2ccccn2)cc1 (stereo not drawn)

Sorted by molar mass (rising): four of the compounds above.
NSD2 HMT inh	Molecule
0.1	C=CCSc1nnc(NC(=O)CCNC(=O)c2ccccc2Cl)s1
2.2	CCc1nc2ccc(C(=O)NCc3ccc(OC)cc3)cn2c1N(CC)CCN(C)C
1.5	O=C(Oc1ccc(-c2nnco2)cc1)c1cc(S(=O)(=O)N2CCOCC2)ccc1F
-0.9	Cc1cc2c(c(=O)o1)[C@@]1(C(=O)N(C)c3c(Br)cccc31)C1=C(CCCC1=O)O2

Following part:
NSD2 HMT inh	Molecule
2.8	O=C(CCn1nnc2ccccc21)N1CCN(c2cccc(C(F)(F)F)c2)CC1
-0.4	CC(=O)Nc1cccc(-c2ccnc3c2CC(C)(C(=O)NCCN(C)C)O3)c1 (stereo not drawn)
3.1	CCCCNC(=O)C1(C)CCN1C(=O)c1ccc2c(c1)C(C)(C)CCC2(C)C (stereo not drawn)
-0.4	CC(=O)Nc1ccc(NC(=O)CSc2nnc(-c3cccs3)o2)cc1
-1.5	OC(c1cccc(Cl)c1)c1nc(-c2cnc3ccccc3c2)cs1 (stereo not drawn)
3.4	Cn1c(=O)c(=O)n(C)c2cc(S(=O)(=O)N3CCN(Cc4ccc(F)cc4)CC3)ccc21
11.8	NC(Cc1ccccc1)c1csc(Nc2ccc(C(=O)NCCO)cc2)n1 (stereo not drawn)
-0.5	O=C(NCc1ccc(F)cc1)c1cc(C2CCCN(C(=O)c3ccc4ccccc4c3)C2)on1 (stereo not drawn)
-1.8	Cc1nc2ccc(S(=O)(=O)NCC(=O)NCc3ccccc3Cl)cc2s1
-2.7	COc1ccccc1C(=O)NNC(=O)c1ccc(O)cc1
-0.7	CCCN1C(=O)C(=O)N(CC(=O)N2c3ccccc3NC(=O)CC2C)C1=O (stereo not drawn)
10.9	Cc1ccc(-n2c(SCC(=O)Nc3ccc(S(=O)(=O)Nc4cc(C)nc(C)n4)cc3)nnc2-c2cccs2)cc1
-1.2	Cc1cccc(C(=O)OCC(=O)NCc2ccc(Cl)cc2)c1
-2.6	COc1cccc(C2c3c(ncn(-c4ccccc4)c3=N)Oc3ccc4ccccc4c32)c1 (stereo not drawn)
-1.5	O=S(=O)(c1ccc(F)cc1)N1CCC(c2nc3ccccc3o2)CC1
-2.2	COc1ccc(-c2csc(C(NC(C)=O)c3cccc(OC)c3)n2)cc1 (stereo not drawn)
7.7	CCC(CC)C(=O)N(C)c1c(C)nc2c(OCC(=O)N(C)C)cccn12
8.9	CCN(CC)c1ccc(NC(=O)CSc2nnc(-c3ccc(Cl)cc3)n2Cc2ccco2)cc1
-2.3	COc1ccc(C(=O)NCC(c2ccco2)N2CCOCC2)cc1 (stereo not drawn)
-1.7	O=C(NC(CC1=CCCCC1)c1ccc2ccccc2c1)C(F)(F)F (stereo not drawn)
-2.3	COc1ccc2c(C)cc(=O)sc2c1
-5.8	Cc1ccc(CSc2nnc(-c3ccccc3)n2Cc2ccco2)cc1
-2.1	CC1(C(=O)NCC(F)(F)F)CCN1C(=O)C1(c2ccccc2)CC1 (stereo not drawn)
-1.0	CCCc1c(C(=O)N/N=C/C=C/c2ccccc2)nnn1-c1nonc1N
-2.4	CCCC(=O)N1CCCC1(C)C(=O)Nc1cc(OC)c(OC)c(OC)c1 (stereo not drawn)
0.3	COc1ccc(S(=O)(=O)N2CCOC2CNC(=O)C(=O)NCCCN2CCCC2=O)cc1OC (stereo not drawn)
2.7	Cc1cc(F)cc(-c2cc(C(=O)NCc3ccccc3)[nH]n2)c1
6.4	O=C1c2ccccc2C(=Cc2cccnc2)c2ccccc21
-3.4	COc1ccc(-c2ccc(C(=O)NC3CCCCC3)c3occc23)c(C)c1
-0.8	CC1(C(=O)Nc2ccc(F)c(Cl)c2)Cc2c(-c3cccc(C(F)(F)F)c3)ccnc2O1 (stereo not drawn)
-2.9	COc1cccc(C(O)c2nc(-c3cccc(F)c3)cs2)c1 (stereo not drawn)
-6.7	N#CC1=C2CCCCC2(O)NC1=O (stereo not drawn)
-5.1	Nc1ccc(S(=O)(=O)Nc2nccc(/C=C/c3cccc([N+](=O)[O-])c3)n2)cc1
-6.4	CCCS(=O)(=O)NC(=O)C1(C)CCN(C(=O)c2sccc2C)C1 (stereo not drawn)
12.8	OC(c1cccc(F)c1)c1ncc(-c2ccc3ccccc3c2)[nH]1 (stereo not drawn)
-2.5	COc1ccc(-c2csc(C(O)(c3ccccc3)C(F)(F)F)n2)cc1 (stereo not drawn)
-3.1	Cc1ccc(CSc2nnc(-c3cc(-c4ccc(C)cc4)n[nH]3)n2N)cc1
-0.7	COc1ccc(CCn2c(C)cc(C(=O)COC(=O)c3ccc(O)cc3O)c2C)cc1
0.3	Cc1ccc(F)c(S(=O)(=O)NC(=O)C2(C)CCN2C(=O)c2sccc2C)c1 (stereo not drawn)
1.8	O=C(CCS(=O)(=O)c1ccccc1)Nc1ccc(F)cc1Cl
-1.8	COc1ccc([N+](=O)[O-])cc1NCc1c(F)cccc1F
6.6	COCOc1cccc(CN2CCC(C)(Oc3cccc(OC)c3)C2)c1 (stereo not drawn)
3.3	COc1ccc(C(=O)N2CCC2(C)C(=O)O)cc1C(F)(F)F (stereo not drawn)
-3.0	CC1(C(=O)NS(=O)(=O)C2CC2)CCCN(C(=O)COc2ccc(Cl)cc2Cl)C1 (stereo not drawn)
2.1	CC(C)NC(=O)C1(C)Cc2c(-c3ccc(N(C)C)cc3)ccnc2O1 (stereo not drawn)
-2.4	COCCNc1nc(-c2ccc(OC)cc2C)c2sc(-c3ccccc3)cc2n1
0.1	COc1ccc(F)cc1-c1cc(NC(C)=O)c2ncc(-c3cc(OC)c(OC)c(OC)c3)n2c1
63.2*	O=C(NCC1CC1)c1ccc(-n2ccnc2)c2ccoc12
0.8	Cc1ccccc1NC(=O)[C@H]1CC(=O)O[C@@H]1c1ccccc1
-1.1	COc1cc(S(=O)(=O)N2CCN(C(=O)c3cccs3)CC2)ccc1NC(C)=O

Another view of some results above.
Nc1ccc(S(=O)(=O)Nc2nccc(/C=C/c3cccc([N+](=O)[O-])c3)n2)cc1
- NSD2 HMT inh: -5.1
CCCS(=O)(=O)NC(=O)C1(C)CCN(C(=O)c2sccc2C)C1 (stereo not drawn)
- NSD2 HMT inh: -6.4
OC(c1cccc(F)c1)c1ncc(-c2ccc3ccccc3c2)[nH]1 (stereo not drawn)
- NSD2 HMT inh: 12.8
COc1ccc(-c2csc(C(O)(c3ccccc3)C(F)(F)F)n2)cc1 (stereo not drawn)
- NSD2 HMT inh: -2.5

Continuation.
NSD2 HMT inh	Molecule
-0.9	CCCS(=O)(=O)NC(=O)C1(C)CCN1C(=O)Cc1ccc(-c2ccccc2)cc1 (stereo not drawn)
14.5	Cc1nn(-c2ccccc2)c2sc(C(=O)NCC3CCCO3)cc12 (stereo not drawn)
2.5	Cc1occc1-c1nnc(SCC(=O)N2CCN(c3ncccn3)CC2)n1-c1ccccc1
0.5	Cc1cccc(C)c1NC(=O)CN1CCN(C(=O)CCC(=O)N2CCC(c3ccccc3)=N2)CC1
1.1	COc1ccc(OCCNC(=O)c2ccc3nc(C)c(N(C)C(=O)CCc4ccccc4)n3c2)cc1
-1.4	OC[C@H]1O[C@@H](c2nc(-c3cccc4ccccc34)no2)[C@H](O)[C@@H]1O
-3.4	COCCNC(=O)C1(C)CCN(C(=O)c2ccc(F)c(C)c2)C1 (stereo not drawn)
-1.0	COc1ccccc1NS(=O)(=O)c1cc(N/C(=N/S(=O)(=O)c2ccccc2)c2ccc(F)cc2)ccc1Cl
-3.2	CC1(C(=O)NS(=O)(=O)C2CC2)CCCN(C(=O)c2cccs2)C1 (stereo not drawn)
3.5	c1ccc2sc(-c3csc4c3CCNC4)nc2c1
0.9	CC(C)NC(=O)C1(C)CCN1C(=O)C/C=C/c1ccccc1 (stereo not drawn)
4.3	O=C(Cn1c(-c2cncs2)nc2ccccc21)NC1CCCCC1
-1.5	Cc1cc(F)cc(-c2cc(C(=O)NCC3CCCCC3)[nH]n2)c1
4.3	CC1CCN(c2ccc(C(=O)O)cc2NS(=O)(=O)c2ccccc2[N+](=O)[O-])CC1
4.7	O=C(N/N=C/c1nn(-c2ccccc2)cc1-c1ccc(Cl)cc1)c1ccncc1
-2.0	COc1ccc(C(=O)N2CCC2(C)C(=O)NC(C)C)cc1 (stereo not drawn)
-0.9	CCCNC(=O)C1(C)CCN(C(=O)C2(c3ccc(Cl)cc3)CCCC2)C1 (stereo not drawn)
-3.5	COCCNC(=O)C1(C)CCCN(Cc2cc(C(F)(F)F)ccc2Cl)C1 (stereo not drawn)
-5.8	COC1=Nc2ccccc2/C=C\c2ccccc21
3.3	COc1ccc(CCNCC(O)COc2cccc(C)c2)cc1OC (stereo not drawn)
-2.0	CCc1nc2ccc(C(=O)NCCCN3CCCC3=O)cn2c1N(C)C(=O)COc1ccccc1
-2.2	COc1ccc(-c2cc(C(=O)NN=Cc3ccc(O)c(OC)c3)[nH]n2)cc1
-1.3	Fc1ccccc1CNc1nc(NCC2CC2)nc2ccsc12
-2.7	Cc1ccc(S(=O)(=O)N2OC(c3ccccc3)C[C@H]2CC=C(c2ccccc2)c2ccccc2)cc1 (stereo partly drawn)
-2.0	COc1ccc(CN2C(=O)CSCC2(C)C(=O)Nc2ccc3c(c2)OCCO3)cc1 (stereo not drawn)

With a hit mark in NSD2 HMT inh, of those listed so far:
NSD2 HMT inh	Molecule
63.2*	O=C(NCC1CC1)c1ccc(-n2ccnc2)c2ccoc12

Compounds from the list above that have bromine, in the order listed:
NSD2 HMT inh	Molecule
-1.2	CC(C)NC(=O)C1(C)CCCN1C(=O)c1ccccc1Br (stereo not drawn)
-0.9	Cc1cc2c(c(=O)o1)[C@@]1(C(=O)N(C)c3c(Br)cccc31)C1=C(CCCC1=O)O2

(listing goes on)
NSD2 HMT inh	Molecule
0.3	CCCS(=O)(=O)NC(=O)C1(C)CCN(C(=O)c2oc3ccccc3c2C)C1 (stereo not drawn)
-5.4	CCCC(C)(C)C(=O)N1CCC1(C)C(=O)Nc1ccc2c(c1)OCCO2 (stereo not drawn)
0.0	CC1C(c2ccccc2)OCCN1C(=S)NC(=O)c1ccccc1 (stereo not drawn)
-0.8	COc1ccc(-c2coc3c(C(=O)NCc4cccs4)cccc23)c(C)c1
0.9	Cc1ccc(NC(=O)c2cc(S(=O)(=O)NCC3CCCO3)ccc2F)cc1 (stereo not drawn)
2.0	COc1ccc(-c2csc(NC(=O)CS(=O)(=O)c3ccccc3)n2)cc1OC
-1.2	CCOC(=O)C1(C)CCCN(C(=O)Cc2ccc3ccccc3c2)C1 (stereo not drawn)
-0.5	COc1ccc2c(c1)CCCN2C(=O)C1CCCN(S(=O)(=O)c2ccc(C(C)(C)C)cc2)C1 (stereo not drawn)
6.6	CC1(C(=O)Nc2cccc(Oc3ccccc3)c2)Cc2c(-c3ccccc3)ccnc2O1 (stereo not drawn)
-5.8	CC1(C(=O)NS(=O)(=O)Cc2ccccc2)CCN1C(=O)C1(c2ccc(Cl)cc2)CC1 (stereo not drawn)
-0.7	COc1ccc(NC(=O)[C@@H]2O[C@H](CO)[C@H](O)[C@H](O)[C@H]2O)cc1F
